Screens as filed in PubChem.
Anthrax LF prot: inhibitors of Bacillus anthracis lethal factor protease; AID 588501; P15917; multiplex microsphere protease cleavage assay, LF; hit rate 0.12% among 360,000; inhibition, % at 10 µM; note: plate controls were buffer without enzyme for full effect and enzyme alone for no effect
Target sequence (P15917 whole entry, looked up): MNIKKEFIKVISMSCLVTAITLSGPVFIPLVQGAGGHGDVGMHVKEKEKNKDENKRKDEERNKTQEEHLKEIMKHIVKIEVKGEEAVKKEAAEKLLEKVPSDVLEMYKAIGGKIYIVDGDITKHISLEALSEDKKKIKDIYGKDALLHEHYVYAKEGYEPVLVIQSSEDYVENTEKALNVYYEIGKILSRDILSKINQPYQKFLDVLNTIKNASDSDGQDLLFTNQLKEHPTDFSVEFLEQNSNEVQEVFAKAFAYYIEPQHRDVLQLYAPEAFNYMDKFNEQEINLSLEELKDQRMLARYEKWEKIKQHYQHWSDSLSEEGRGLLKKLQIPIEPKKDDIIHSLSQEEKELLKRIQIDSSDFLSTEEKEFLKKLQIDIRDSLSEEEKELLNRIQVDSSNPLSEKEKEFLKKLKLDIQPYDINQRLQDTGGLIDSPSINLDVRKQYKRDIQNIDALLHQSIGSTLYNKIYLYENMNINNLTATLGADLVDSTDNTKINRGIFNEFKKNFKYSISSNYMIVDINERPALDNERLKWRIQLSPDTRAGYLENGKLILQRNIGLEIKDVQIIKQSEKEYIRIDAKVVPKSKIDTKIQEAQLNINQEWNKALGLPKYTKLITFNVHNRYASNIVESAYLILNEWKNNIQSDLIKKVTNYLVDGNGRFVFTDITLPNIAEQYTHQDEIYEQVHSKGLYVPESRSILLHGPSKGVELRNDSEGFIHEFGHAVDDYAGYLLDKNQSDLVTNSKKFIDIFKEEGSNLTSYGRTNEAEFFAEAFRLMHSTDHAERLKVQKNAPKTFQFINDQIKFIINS
PfHsp40 rescue: compounds rescuing yeast from Plasmodium falciparum HSP40 toxicity; growth rescue, % at 12.5 µM; hit rate 0.68% among 340,000; S. cerevisiae expressing PfHsp40, growth rescue, ATP luminescence; in the data active = growth rescue above about 28%, passing the limit was not always enough; inconclusive = no clear call, values can overlap the other calls;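 note: yeast W303a lacking pdr1 and pdr3 grown in galactose medium; growth measured after three days at 30 °C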
Y pestis TopoI: inhibitors of Yersinia pestis topoisomerase I; hit rate 0.064% among 360,000; Y. pestis Topo-I cleavage product accumulation, plate reader; activity, % at 10 µM; in the data active = activity above about 50%, passing the limit was not always enough; inconclusive = no clear call, values can overlap the other calls; note: inactives centre near 2
TcdB inh: blocks C. difficile toxin B glycohydrolase activity; P18177; TcdB glycohydrolase enzymatic assay, plate reader; inhibition, % at 9.99 µM; hit rate 0.24% among 350,000; AID 652162; in the data active = inhibition above about 10%
BoNT A protease: blocks Botulinum neurotoxin A light chain protease; multiplex microsphere protease substrate cleavage, flow cytometry; AID 588499; inhibition, % at 10 µM; hit rate 0.17% among 360,000; note: plate controls were buffer without enzyme for full effect and enzyme alone for no effect
PrPC surface inh: cell surface PrPC inhibition, primary TR-FRET screen. TR-FRET read-out. inhibition, % at 13.8 µM. hit rate 0.43% among 370,000; in the data active = inhibition above about 24%; note: 0% = median of the test wells and 100% = reference compound wells
FadD28 binding: inhibitors of Mycobacterium tuberculosis FadD28 bisubstrate binding; FadD28 bisubstrate probe binding, fluorescence polarization; inhibition, % at 12.5 µM; hit rate 0.22% among 360,000; AID 588549; in the data active = inhibition above about 8.5%, passing the limit was not always enough; inconclusive = no clear call, values can overlap the other calls
CCHFV vOTU inh: CCHFV vOTU protease inhibition; Pep-AMC fluorescence; inhibition, % at 11.5 µM; hit rate 0.55% among 370,000; AID 651958; in the data active = inhibition above about 30%; note: 0% = vehicle wells with enzyme and 100% = no enzyme wells
BoNT-F LC inh: blocks Botulinum neurotoxin F light chain protease; Multiplex microsphere protease cleavage assay, flow cytometry; inhibition, % at 10 µM; hit rate 0.22% among 360,000; AID 588497; in the data active = inhibition above about 35%, passing the limit was not always enough; inconclusive = no clear call, values can overlap the other calls; note: plate controls were buffer without enzyme for full effect and enzyme alone for no effect
Active calls of the source: *; ? = inconclusive; nt = not tested or not shown; & = joins results of further samples. Cut-off read from the data, not from the text of the source, unless noted: active = inhibition above about 30%; inconclusive = no clear call, values can overlap the other calls; inactive = below that.

The line under a structure holds: Anthrax LF prot	PfHsp40 rescue	Y pestis TopoI	TcdB inh	BoNT A protease	PrPC surface inh	FadD28 binding	CCHFV vOTU inh	BoNT-F LC inh
> CC1CCCCN1Cc1cccnc1 (configuration not stated)
    3	0.1	8	-0.9	-0.1	-3	-1.1	-6	-5
> COc1ccc(-c2csc(NC(=O)C3=COCCO3)n2)cc1OC
    -2	1.5	-15	0.7	1.1	-2	-2.1	-3	-3
> CCOC(=O)c1ccc2c(c1)nc(SCC(=O)NC(C)C)n2CC
    -2	-0.6	5	nt	1.8	-3	-3.4	-13	4
> CC(=O)Nc1cccc(NC(=O)C(=O)c2cn(CC(=O)N3CCCC3)c3ccccc23)c1
    1	nt	6	5.4	0.2	-9	-4.4	9	8
> CC[C@@H]1CCC[C@@H](O)[C@@H](C)C(=O)O[C@H](C)[C@@H](C)C/C=C(C)/C(OC)=C\C(=O)N(C)C([C@@H](C)CC)C(=O)N(C)[C@@H](C(C)C)C(=O)N(C)[C@@H](COC)C(=O)N2CCC[C@H]2C(=O)N(C)[C@@H](C(C)C)C(=O)N2CCC[C@H]2C(=O)O1 (some centres not stated)
    -4	nt	nt	3.9	1.0	41*	0.5	16	5
> COc1ccc(F)cc1-c1cc(NC=O)c2ncc(-c3cccc(C(F)(F)F)c3)n2c1
    -3	nt	33	1.2	-0.2	-7	-2.2	0	2
> O=C(c1ccccc1Cl)N1CCC(c2nc3c(nnn3Cc3ccco3)c(=O)[nH]2)CC1
    -2	-0.5	33	2.1	-0.1	4	1.0	-4	-6
> COc1cccc(C(=O)N(C)CC(=O)Nc2ccc(F)c(F)c2F)c1
    -2	-2.2	2	0.3	-2.1	3	-2.5	5	4
> Cc1cc(C(=O)NNC(=O)c2ccc(C)s2)c(C)o1
    -4	-0.9	9	1.2	-3.3	4	-0.5	17	-9
> CCCc1cc(=O)n2[nH]c(-c3ccco3)nc2n1
    -2	0.7	-7	2.6	-0.7	-7	0.0	9	0
> CCOC(=O)c1ccc2c(c1)N(CC)C(=O)c1ccccc1S2
    -1	-2.2	22	nt	-0.8	nt	nt	nt	-7
> Cc1ccc2c(c1)N(CC(=O)N1CCN(c3nc4ccccc4s3)CC1)C(=O)C(C)O2 (configuration not stated)
    -4	-0.9	15	nt	-1.6	-6	-3.9	-13	-25
> Cc1ccc(CNC(=O)Nc2ccccc2)c(C)c1
    -2	-0.7	6	0.8	0.6	2	-1.3	19	-8
> Cc1c(NC(=S)N/N=C/c2ccc(O)cc2)c(=O)n(-c2ccccc2)n1C
    -1	-0.2	2	nt	-0.4	-11	-3.2	8	-2
> CCCn1c(N)c(N(CCOC)C(=O)/C=C/c2ccc(C(=O)OC)cc2)c(=O)[nH]c1=O
    -4	-1.2	-13	0.9	-0.4	5	-4.2	-5	2
> CN1N=C(C(=O)N2CCc3c([nH]c4ccccc34)C2c2ccccc2Cl)CCC1=O (configuration not stated)
    1	-0.7	15	nt	-0.4	6	-2.8	-1	3
> CCOC(=O)C(=O)N1CCN(c2nc(-c3ccc(Cl)cc3)cs2)CC1
    -2	2.1	2	-0.1	0.4	-6	-0.4	4	?
> C=CCN1C(=O)/C(=C2/Sc3ccccc3N2C)SC1=Nc1c(C)n[nH]c1C
    -5	1.0	9	nt	-0.4	nt	-1.3	nt	-3
> CN(CC(=O)Nc1ccccc1Br)C(=O)CNC(=O)c1cccs1
    -3	1.2	4	1.4	2.7	-6	nt	-7	2
> COCCCNCCCCOc1ccc(OCc2ccccc2)cc1
    0	2.4	2	0.2	0.3	-5	1.4	1	-1
> COc1cc(NC(=O)c2ccc(Cl)cc2)c(OC)cc1Cl
    -7	-1.2	0	nt	-0.7	-7	-1.5	1	-5
> CN1CCN(CCC(=O)Nc2ccc3c(c2)OCO3)CC1
    1	1.3	2	nt	-0.5	1	-1.0	1	-7
> Cc1c(C)c2c(OCC(=O)N[C@@H](C(=O)O)c3ccccc3)cc3c(c2oc1=O)CCC(C)(C)O3
    9	2.2	7	0.4	7.0	-8	-6.1	-218	-23
> O=C1CCCCCN1CP(=O)(O)CN1CCCCCC1=O
    -19	-0.4	6	-0.1	?	-2	-0.9	1	?
> Cc1ccc(S(=O)(=O)c2nc(-c3ccco3)oc2SCC(N)=O)cc1
    -3	0.1	8	1.9	-6.7	-36	-1.2	4	-22
> Cn1c(SCC(=O)NC2CC2)nnc1C1CC1
    0	0.2	9	-0.9	-1.8	-5	-3.4	11	-8
> O=C1CC(c2ccccc2)CC2=C1CN(C1CCCCC1)CN2 (configuration not stated)
    -7	1.5	2	1.9	-3.0	0	-0.9	-6	-7
> CCCCOCCCNC(=O)N[C@@H](CCSC)C(=O)OC
    1	-1.5	6	nt	-0.7	-2	-4.0	2	-10
> Cc1ccccc1S(=O)(=O)Cc1ccc(C(=O)NCCCOC(C)C)o1
    -1	-1.6	5	nt	2.4	-7	1.8	-2	5
> Cc1c(C=C2C(=O)NC(=O)NC2=O)c(=O)n(-c2ccccc2)n1C
    -5	-0.4	6	0.7	-0.9	1	-1.0	-2	-2
> O=C(NCC1(O)CCCCC1)C1CCC(=O)N(Cc2ccccc2F)C1 (configuration not stated)
    6	0.2	7	3.2	2.9	-6	nt	1	4
> Cc1ccc(C(=O)C2CCOC(C)(C)C2)cc1 (configuration not stated)
    -2	-0.4	7	0.3	-0.3	7	0.6	6	2
> CC1CCOC2(O1)C(=O)N(CN1CCN(c3cccc(Cl)c3)CC1)c1ccccc12 (configuration not stated)
    -4	1.4	1	nt	0.3	1	-3.5	1	-1
> CC(C)CNC(=O)c1cccc(NC(=O)C2CCCO2)c1 (configuration not stated)
    nt	-0.5	-3	nt	nt	-3	1.2	5	nt
> CCOc1ccc(C)cc1S(=O)(=O)NC1CCCCCC1
    0	-0.4	27	0.3	-0.4	17	-1.7	0	5
> CCn1nc(NC(=O)c2ccncc2)c2cc3ccccc3nc21
    0	0.9	-1	nt	-0.4	-10	-4.1	12	-13
> COc1ccccc1NC(=O)CN1CCN(CC(=O)Nc2ccc(C)c(F)c2)CC1
    0	-0.6	14	-0.1	-2.1	-18	1.3	5	2
> O=C1CCCC(=O)N1c1ccc(N2CCN(c3ccccc3)CC2)c([N+](=O)[O-])c1
    -1	-2.6	0	nt	-0.2	-24	-0.5	8	-5
> O=C(N/N=C/c1ccccn1)C12CC3CC(CC(C3)C1)C2
    0	-1.4	-3	nt	-0.3	-2	-2.9	0	-2
> COc1ccc(C(C(=O)NC2CCCCC2)N(C(=O)c2ccco2)c2ccccc2C(C)=O)cc1OC (configuration not stated)
    -3	0.3	12	0.1	-1.8	-6	-0.6	0	6
> CC/C(=N\N=C1\SC(C)C(=O)N1Cc1ccco1)c1ccccc1 (configuration not stated)
    -4	-1.0	22	nt	-0.5	-3	0.9	4	-1
> c1csc(-c2nnc(COc3ncnc4sccc34)o2)c1
    -5	0.1	-9	-0.1	0.4	0	-2.8	3	-2
> CC(=O)c1ccc(NC(=O)c2ccn[nH]2)cc1
    0	-2.3	-7	nt	-0.9	5	0.5	-4	-3
> CC(=O)OCC(=O)[C@@]1(O)CC[C@H]2[C@@H]3CCC4=CC(=O)CC[C@]4(C)[C@H]3[C@@H](O)C[C@@]21C
    -5&-3	15&1.3	-3&-3	-3.9&0.4	-0.1&-0.7	12&2	-1.9&-3.7	-1&-3	2&-5
> CSc1ncccc1C(=O)OCC(=O)c1ccccc1Br
    5	3.3	2	0.2	0.2	7	-4.0	25	-4
> Cc1ccc(S(=O)(=O)N2CCN(C(=O)CCOc3ccccc3C)CC2)cc1C
    0	2.6	10	1.2	-0.2	-3	0.0	7	-1
> COCCCNC(=O)CN1C(=O)CSc2ncccc21
    -3	0.6	3	0.8	-0.5	-2	0.0	5	-13
> CCOC(=O)N1CCN(S(=O)(=O)c2ccc(C)cc2)C1c1ccc(OC)cc1 (configuration not stated)
    0	-0.7	2	nt	0.7	0	-0.4	3	3
> CCc1ccc(C2C3=C(CC(C)(C)CC3=O)Nc3c2c(=O)[nH]c2nc(C)nn32)cc1 (configuration not stated)
    -1	0.3	0	nt	?	0	-4.9	-11	-8
> CC(Oc1ccc(Cl)cc1Cl)c1nc(-c2ccc(NC(=O)c3cccnc3)cc2)no1 (configuration not stated)
    3	-0.7	-10	nt	0.8	-2	-1.6	-3	15

Remaining list, next part.
The line under a structure holds: Anthrax LF prot	PfHsp40 rescue	Y pestis TopoI	TcdB inh	BoNT A protease	PrPC surface inh	FadD28 binding	CCHFV vOTU inh	BoNT-F LC inh
> COc1ccc(NC(C)=O)cc1S(=O)(=O)Nc1ccccc1C(=O)N1CCCC1
    -1	0.0	5	-0.8	-0.3	-4	-1.4	14	-2
> O=C(c1ccc(CN2CCOCC2)cc1)N1CCC(Cc2ccccc2)CC1
    1	1.0	27	nt	0.5	-6	-2.3	-33	3
> C/C(=C/c1oc2ccc(O)cc2c1[N+](=O)[O-])N(C)C
    2	-1.5	-6	nt	1.0	-8	-0.7	0	3
> Nc1cc(N)nc(SCC(=O)NNC(=O)c2ccc(Cl)cc2)n1
    0	0.4	10	nt	2.3	6	-1.3	-3	4
> Nc1nc(Nc2ccc(Cl)cc2)c(NC=O)c(=O)[nH]1
    -4	nt	13	-1.8	-6.3	-1	0.5	-15	?
> Cc1cccc(C(=O)N2CCC(c3nc4ccccc4s3)CC2)c1
    1	2.3	12	0.9	-0.4	2	-0.6	4	2
> CCNC(=O)NC(=O)COC(=O)CCCc1nc2ccccc2s1
    0	-0.4	-2	0.4	0.4	0	-0.8	-24	3
> Cc1cccc(CN2CCN(CC(=O)O)C2=O)c1
    -2	-1.4	0	nt	-0.7	7	-2.8	10	-2
> CN(CCCC1CCCC1)C(=O)c1cc(COc2c(F)cccc2F)on1
    4	3.3	39	0.9	2.4	4	-1.3	3	6
> CC(C)c1cccc(C(C)C)c1OCCCCN1CCCC1
    -5	0.9	-2	nt	0.3	5	-2.8	-6	-16
> O=C1C(=O)N(CCCN2CCOCC2)C(c2ccc(F)cc2)/C1=C(\O)c1ccc2c(c1)OCCO2 (configuration not stated)
    3	0.2	0	-0.2	-0.1	-3	-2.8	-9	1
> O=C(O)c1ccc(-n2cccn2)nc1
    1	0.0	-2	0.7	-0.5	4	-2.6	2	-1
> CCC(C)NC(=O)C1=CCN(S(=O)(=O)c2ccc(C)cc2)CC1 (configuration not stated)
    2	-1.8	-2	0.8	1.2	-1	-0.8	-8	-9
> Cc1ccc(N(CC(=O)NCc2ccco2)C(=O)CCC(=O)Nc2nccs2)c(C)c1
    -4	-0.9	24	0.7	0.5	6	0.0	-9	5
> COc1ccc(C)cc1NC(=O)CSc1nnc(-c2ccccn2)n1Cc1ccco1
    -1	-0.4	28	nt	?	5	-3.5	1	-8
> CCCCCNC(=O)c1cccnc1SCC(=O)Nc1ccccc1OC
    -1	-0.3	20	nt	-0.1	1	-3.9	12	-1
> COC(=O)c1scc(C)c1NC(=O)CSc1ccc(Cl)cc1
    -13	0.5	3	-0.8	-0.4	0	-0.7	0	-1
> COCCCNC(=S)N1CCCN(c2nc3cc(C)c(C)cc3cc2C#N)CC1
    0	-0.9	48	-5.2	3.8	1	-2.1	-21	-9
> O=C(c1cccs1)n1cc(C(=S)N2CCOCC2)c2ccccc21
    -1	-0.3	22	nt	-0.4	-9	-4.3	7	1
> Cc1ccc(S(=O)(=O)Nc2ccc(-n3cnnn3)cc2)c(C)c1
    -2	-1.1	4	1.2	1.2	6	-3.0	4	-1
> NC(=S)N/N=C/c1ccccc1OCc1cccc(Cl)c1
    2	6.7	23	nt	-0.7	nt	-1.2	nt	-5
> C/C(=N\NC(=O)c1cccc(Cl)c1)c1cccc(NC(=O)c2ccco2)c1
    0	-0.6	-10	nt	0.0	7	-3.7	4	7
> CCOC(=O)c1ccccc1CN1C(=O)c2ccccc2S1(=O)=O
    0	0.5	14	-7.5	-1.4	-4	-1.9	0	?
> COc1cc(C(C)=O)ccc1Oc1cnccn1
    -4	-0.3	8	-1.2	-1.1	-4	0.2	-12	-2
